Bioassay records: PubChem, several laboratories
TLR9-MyD88 block = TLR9-MyD88 interaction inhibition; Q9NR96+Q99836; CHO BLA complementation TLR9-MyD88, CCF4 FRET ratio; inhibition, % at 4.98 µM; 340,000 tested, 0.21% active; AID 504734;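 active = inhibition above the mean over all tested compounds plus 3 SD, cut at about 21% in these data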;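 note: 0% = DMSO only wells and 100% = clavulanate BLA inhibitor control wells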
NCOA3 inh = human NCOA3 inhibition. Q9Y6Q9. HEK293 GAL4-SRC3 luciferase reporter, luminescence. inhibition, % at 3.6 µM. 360,000 tested, 0.17% active. AID 588352;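 active = inhibition above a per-campaign cutoff, the mean of all compounds plus 3 SD, cut at about 60% in these data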;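 note: 0% = DMSO-treated cells and 100% = gossypol-treated cells at 36 µM; higher means less SRC3-driven luciferase light from the GAL4 reporter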
ABHD5 PLIN5 PPI = inhibitors of human ABHD5-perilipin-5 interaction. Q00G26+Q8WTS1. Split G. princeps luciferase complementation, luminescence, 4 h. inhibition, % at 4 µM. 360,000 tested, 0.78% active. AID 602281;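 active = inhibition above the mean inhibition across every tested compound plus 3 SD, cut at about 22% in these data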;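 note: 0% = DMSO only wells and the 100% control is not disclosed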
LMP1 NFkB inh = reduces LMP1-driven NF-kappaB luciferase signal; 350,000 tested, 0.69% active; inhibition, % at 12.5 µM; AID 504558; LMP1-induced NF-kappaB luciferase reporter cells, luminescence; in the data active = inhibition above about 41%;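 note: 0% = neutral control wells and 100% = reference inhibitor control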
NOD2 RIPK2 PPI = NOD2-RIPK2 protein interaction inhibition; CHO BLA complementation NOD2-RIPK2, CCF4 ratio; AID 624267; 360,000 tested, 0.38% active; inhibition, % at 4.98 µM; O43353; in the data active = inhibition above about 21%;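 note: 0% = vehicle only and 100% = reference blocker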
SRC1 inh = human NCOA1 inhibition | HEK293 GAL4-SRC1 luciferase reporter, luminescence | Q15788 | 360,000 tested, 0.12% active | inhibition, % at 3.6 µM;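 active = inhibition above the campaign mean plus 3 SD, with each screening campaign given its own cutoff, cut at about 60% in these data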;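 note: 0% = DMSO treated cells and 100% = gossypol at 36 µM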
Target sequence (Q15788 whole entry, looked up, the tested form may be a part): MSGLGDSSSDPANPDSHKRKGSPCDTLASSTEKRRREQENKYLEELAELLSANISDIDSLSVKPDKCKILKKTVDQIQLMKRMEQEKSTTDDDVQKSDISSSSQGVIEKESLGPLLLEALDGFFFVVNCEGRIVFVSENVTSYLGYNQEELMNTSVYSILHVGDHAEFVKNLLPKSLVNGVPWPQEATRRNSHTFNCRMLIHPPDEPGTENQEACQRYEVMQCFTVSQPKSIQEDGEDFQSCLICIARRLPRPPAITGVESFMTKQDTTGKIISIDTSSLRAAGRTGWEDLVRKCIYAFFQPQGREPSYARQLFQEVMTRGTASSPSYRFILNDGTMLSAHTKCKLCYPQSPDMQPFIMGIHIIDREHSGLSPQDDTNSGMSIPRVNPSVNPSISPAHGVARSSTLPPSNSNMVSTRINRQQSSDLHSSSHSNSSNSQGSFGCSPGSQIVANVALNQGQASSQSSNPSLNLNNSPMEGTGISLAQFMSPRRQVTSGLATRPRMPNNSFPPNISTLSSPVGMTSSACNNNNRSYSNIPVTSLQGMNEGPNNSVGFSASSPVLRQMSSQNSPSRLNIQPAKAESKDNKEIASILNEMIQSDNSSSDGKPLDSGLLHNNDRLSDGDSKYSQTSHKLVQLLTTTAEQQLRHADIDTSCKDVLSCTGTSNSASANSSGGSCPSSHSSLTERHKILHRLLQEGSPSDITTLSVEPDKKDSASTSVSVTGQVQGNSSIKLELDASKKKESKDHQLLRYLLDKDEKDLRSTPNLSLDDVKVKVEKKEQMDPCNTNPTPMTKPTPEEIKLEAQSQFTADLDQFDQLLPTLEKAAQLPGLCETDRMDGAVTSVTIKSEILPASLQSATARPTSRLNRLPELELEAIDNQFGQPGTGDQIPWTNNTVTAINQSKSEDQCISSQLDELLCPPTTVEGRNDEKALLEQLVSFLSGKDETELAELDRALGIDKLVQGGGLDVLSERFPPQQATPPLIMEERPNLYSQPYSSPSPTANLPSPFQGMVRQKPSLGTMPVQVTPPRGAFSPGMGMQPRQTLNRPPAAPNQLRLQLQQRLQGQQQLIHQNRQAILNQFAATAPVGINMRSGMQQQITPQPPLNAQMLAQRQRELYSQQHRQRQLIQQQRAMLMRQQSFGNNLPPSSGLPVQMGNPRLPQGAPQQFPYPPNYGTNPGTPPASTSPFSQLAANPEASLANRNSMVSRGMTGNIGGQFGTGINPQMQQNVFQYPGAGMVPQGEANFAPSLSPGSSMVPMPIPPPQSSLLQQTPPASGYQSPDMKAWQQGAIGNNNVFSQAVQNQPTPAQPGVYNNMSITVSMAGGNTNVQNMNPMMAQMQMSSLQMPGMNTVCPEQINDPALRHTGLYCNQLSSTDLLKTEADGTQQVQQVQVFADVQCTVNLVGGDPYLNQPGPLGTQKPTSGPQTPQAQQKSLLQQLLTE
COUP-TFII inh = blocks human COUP-TFII nuclear receptor | AID 686940 | inhibition, % at 8.6 µM | 370,000 tested, 0.7% active | P24468 | HEK293T NGFI-A luciferase reporter, luminescence;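 active = inhibition above a per-plate cutoff, mean inhibition of test wells between control levels plus 3 SD, cut at about 38% in these data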;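 note: cells cotransfected with COUP-TFII expression vector driving the NGFI-A reporter; 0% = median of COUP-TF2 test wells and 100% = reporter-only cells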
MC4R ag barr = agonists of human melanocortin 4 receptor (MC4R) beta-arrestin; P32245; U2OS MC4R beta-arrestin complementation, luminescence; percent of melanotan II response, DMSO zero; activation, % at 8.9 µM; 360,000 tested, 0.98% active; AID 540308;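 active = activation above a per-plate cutoff, the mean activation of sample wells on that plate plus 3 SD, cut at about 8% in these data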
NCOA2 inhibitor = human SRC2 (NCOA2) inhibition | inhibition, % at 9 µM | 370,000 tested, 0.17% active | HEK293 GAL4-SRC2 luciferase reporter, luminescence;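 active = inhibition above the mean inhibition of all tested compounds plus 3 SD, set per campaign, cut at about 52% in these data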;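 note: 0% = DMSO treated cells and 100% = cells given Gossypol at 36 µM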
MC4R antag cAMP = human MC4R antagonism in cAMP assay | MC4R-expressing cells, MTII-stimulated cAMP, LANCE TR-FRET | inhibition, % at 6.5 µM | 360,000 tested, 0.48% active;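 active = inhibition above its plate's cutoff, the mean of tested wells on that plate plus 3 SD, cut at about 29% in these data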;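 note: 0% = Melanotan II alone and 100% = Melanotan II plus saturating MCL0020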
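Material: human MC4R-expressing U2OS cells. Probe or stimulus: Melanotan II challenge. Dosing: 6.5 µM single dose. Times: 30-min compound, 1-h challenge, 1-h detection, room temperature. Technique: TR-FRET with Eu-cAMP and labeled anti-cAMP, 671 nm. Replication: singlicate.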
LRH-1 inv ag = suppresses constitutive activity of human LRH-1. O00482. HEK293T StAR-luciferase reporter, LRH-1 transfected, 24 h. inhibition, % at 3.6 µM. 360,000 tested, 0.13% active;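 active = inhibition above the mean inhibition of all tested compounds plus 3 SD, cut at about 73% in these data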;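 note: 0% = DMSO wells and 100% = reporter-only cells lacking LRH-1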
Active calls of the source: *; / = no result given.

SMILES	TLR9-MyD88 block	NCOA3 inh	ABHD5 PLIN5 PPI	LMP1 NFkB inh	NOD2 RIPK2 PPI	SRC1 inh	COUP-TFII inh	MC4R ag barr	NCOA2 inhibitor	MC4R antag cAMP	LRH-1 inv ag
N=c1oc2ccc(Br)cc2cc1C(=O)NCc1ccccc1	7	15	-1	-4	-5	-7	-1	-2.4	-4	8	9
CC(=O)N1CCN(CC(=O)Nc2cc(F)ccc2C)CC1	1	17	1	3	-3	10	6	0.9	12	-2	16
Cc1ccc(C)c(NC(=O)CS(=O)(=O)c2cn(C)c3ccccc23)c1	4	-2	0	2	-5	-1	8	-0.8	-53	9	-16
c1ccc(Cn2c(NCc3ccccn3)nc3ccccc32)cc1	5	14	5	1	-22	-4	-19	2.0	-9	1	19
CN1C(=O)/C(=C/c2ccccc2F)Sc2ccc(C(=O)NCC3CCCO3)cc21 (stereo not given)	8	11	5	9	2	7	24	-0.9	11	8	6
COC(=O)[C@H]1C[C@@H]1[C@H](N)c1ccccc1	-6	-20	0	8	0	-11	-3	-3.4	-9	4	-16
O=c1[nH]c2ccc(Br)cc2c(-c2ccccc2)c1N1CCOCC1	15	-9	-7	-9	0	-15	-36	0.5	-16	7	10
COCCNC(=O)C1CCCN(C(=O)c2cc(-c3ccccc3)cs2)CC1 (stereo not given)	/	-16	-4	/	-9	-12	-6	-0.3	-14	3	-16
CCc1cccc(C)c1NC(=O)CSc1n[nH]c(N)n1	2	0	-1	4	6	-10	11	-1.8	2	2	7
C=CCn1c(C)cc(C2=NNC(=NCc3ccccc3)SC2)c1C	6	-68	-3	-23	-3	-56	-15	-1.4	-40	-12	-48
COc1ccccc1NC(=S)N1CCN(c2ccccc2F)CC1	1	-9	-6	1	-1	-9	-22	-1.0	6	16	2
N#Cc1cc2c(nc1S(=O)(=O)Cc1ccccc1)CCCC2	-8	4	-5	-5	0	-6	3	-2.6	0	1	-14
COC(=O)[C@@]12C[C@@H](CC(=O)NCc3cccs3)C(=O)N(Cc3ccc4c(c3)OCO4)C1=CCC(C)(C)C2	/	/	2	/	4	/	7	/	-3	/	4
C/C(=N\Nc1nc2ccccc2[nH]1)c1ccc(C)o1	7	-55	1	-20	4	-89	-15	5.3	-27	1	-58
Cc1ccc2nc(-c3ccccn3)oc2c1	-15	-84	0	18	-4	-101	-51	-0.3	-57	-4	-107
Cc1ccc(-n2ncc3c(SCc4cccnc4)ncnc32)c(C)c1	-8	-137	-6	13	-2	-49	29	-1.6	-15	16	-30
CCc1cccc(NC(=S)N2CCC(c3ccccc3)C2)c1 (stereo not given)	-2	-62	-11	-11	-3	-55	-5	0.4	-32	7	-27
COc1ccc(NC(=O)CSc2nnc(-c3ccccc3)n2Cc2ccco2)cc1OC	3	6	1	3	-4	-5	7	-2.2	-12	-3	4
COC(=O)c1ccc(-c2ccc(F)cc2)nc1C	-2	-61	1	-28	5	-114	-37	0.3	-51	1	-115
O=C1NC(c2ccccc2)=N/C1=C/c1ccco1	11	-66	9	0	7	-95	-30	-0.1	-64	-20	-96
O=S(=O)(c1cc(Cl)cc(Cl)c1)N1CCC2CC1c1cc(Cl)ccc12 (stereo not given)	-8	-4	-6	-2	-31	1	5	0.9	-16	14	-7
COc1ccc(S(=O)(=O)N2CCN(C)CC2c2ccccc2)cc1OC (stereo not given)	1	11	-4	6	0	-4	-16	-1.1	2	11	-6
CCn1cc(C(=O)OCc2cccc(Br)c2)c(=O)c2ccc(C)nc21	4	15	-1	1	0	-3	-9	-1.8	-10	-6	1
COc1cccc(CNc2nc3ccccc3n2C)c1O	-10	-79	5	-16	6	-80	-56	-1.3	-62	1	-74
CC/C(=N\Nc1ccc([N+](=O)[O-])cc1)c1ccccc1	22*	8	3	2	27*	5	/	0.0	/	10	31
CCN(CC)CCCN(Cc1cc2cc3c(cc2[nH]c1=O)OCO3)C(=S)NCc1ccco1	-7	4	2	-3	-3	-16	19	-3.0	-20	15	-21
CC(C)OCCCNc1ncnc2c1cnn2-c1ccccc1	-4	-63	9	-4	-1	-97	-34	0.8	-52	8	-203
CCOc1ccccc1N1C(=O)CC(Sc2ncccc2C(=O)O)C1=O (stereo not given)	2	3	5	-5	-6	11	-12	-0.2	0	6	-2
CC1(C)CC(=O)C=C(c2ccc(-c3ccc4[nH]ccc4c3)cc2)C1=O	-2	-158	4	-137	9	-126	-52	1.8	-107	0	-156
O=C(CCc1ccccc1)NNC(=O)Nc1cccc(Cl)c1	4	3	4	8	-19	5	4	2.5	0	4	-21
O=C(NCCCCNC(=O)C1CCCC1)C1CCCC1	-23	13	3	-1	-3	-5	8	1.0	-25	9	5
CC(C)CCn1c(=O)c(C(=O)N/N=C/c2cccc(F)c2)c(O)c2ccccc21	11	16	-4	0	-8	8	5	-1.8	-12	5	-2
O=C(Nc1nnc(-c2ccccc2Cl)o1)c1cccnc1	-3	-46	-1	-11	-29	-11	-14	-0.8	-32	2	-13
CC(=O)C1=C(O)CC(c2ccccc2)CC1=NCCc1c(C)[nH]c2ccc(C)cc12 (stereo not given)	-4	0	-1	11	-3	10	0	0.0	6	8	1
O=C(NCc1ccc2c(c1)OCO2)c1ccncc1	8	-7	-1	-4	-7	-13	-5	-0.8	10	5	13
CCOc1ccccc1OCCCC(=O)Nc1cc(S(=O)(=O)N2CCOCC2)ccc1OC	2	0	0	0	-18	-4	-3	0.4	-15	-11	10
N#Cc1nc(-c2ccccc2)oc1N1CCN(C(=O)c2ccco2)CC1	-12	9	-5	9	7	10	1	-0.9	-17	11	-8
O=C(c1ccncc1)N1CCN(C2CCC(c3ccccc3)CC2)CC1 (stereo not given)	-5	26	19	-18	-11	15	5	3.3	1	7	18
CC(C)(C)OC(=O)NOCC(=O)N(Cc1ccccc1)CC(O)COc1ccccc1 (stereo not given)	10	7	7	6	0	10	10	-0.4	1	10	-27
O=S(=O)(c1ccccc1)c1ncc(C(F)(F)F)cc1Cl	-4	22	22	11	9	8	-12	-3.4	19	-1	6
CCCCn1c(N)c(N(CCC(C)C)C(=O)COC(=O)c2ccc([N+](=O)[O-])s2)c(=O)[nH]c1=O	1	2	3	-22	0	-8	24	-0.4	-38	15	20
CCN(CC)S(=O)(=O)c1ccc(-c2nnc(SCC(=O)Nc3ccc(OC)cc3)o2)cc1	-6	-15	-3	11	10	-9	8	5.8	-8	-8	-20
COC(=O)c1ccccc1S(=O)(=O)Oc1ccc(-c2ccc(C(=O)O)cc2)cc1	2	-7	1	5	3	-15	1	-2.0	-21	20	19
Cc1c(Cl)c(C(=O)N2CCCCCC2)nn1C	2	0	-2	4	-19	5	-10	-0.7	-12	0	-6
CC(=O)c1c(C(C)=O)c(C)n(-c2cccc3cccnc23)c1C	-1	-5	2	-2	-11	3	-8	-2.5	-21	3	13
COC(=O)C1=C(C)N(Cc2cccnc2)C(=O)/C1=C\c1sccc1C	-5	12	-2	0	2	-67	-6	-3.5	11	-5	21
CC(C)CN(C)Cc1c(C(=O)N2CCc3ccccc3C2)nc2ccc(Cl)cn12	-4	-8	5	3	0	-13	11	3.6	-17	22	-18
C=CCn1c(COc2ccc(Cl)cc2)nnc1SCC(=O)c1c(N)n(C)c(=O)n(C)c1=O	14	0	-2	-3	8	-8	21	-1.2	0	28	-1
O=C(c1ccco1)N1CCN(CCCCOc2cccc3ccccc23)CC1	-7	4	4	17	10	-4	4	1.1	16	9	-15
CC(C)(C)N(Cc1ccccc1)C(=O)CSc1nc2ccccc2c(=O)[nH]1	-6	3	-2	-9	4	11	-3	2.5	-16	5	3
CCOC(=O)C1=C(Nc2ccccc2)CC(C)(O)C(C(=O)OCC)C1c1ccccc1 (stereo not given)	8	13	2	2	-8	-16	-7	-2.2	7	12	-8
C=CCSc1nnc2c(n1)OC(c1cccnc1)N(C(C)=O)c1ccccc1-2 (stereo not given)	-5	-11	-2	2	-3	-7	-13	-0.6	-6	1	-3
CSc1nnc2c3cc(C)ccc3n(Cc3ccccc3)c2n1	0	15	-2	6	4	6	-1	2.6	-25	-1	22

Structural class: the compounds so far containing an NH in an aromatic ring.
SMILES	TLR9-MyD88 block	NCOA3 inh	ABHD5 PLIN5 PPI	LMP1 NFkB inh	NOD2 RIPK2 PPI	SRC1 inh	COUP-TFII inh	MC4R ag barr	NCOA2 inhibitor	MC4R antag cAMP	LRH-1 inv ag
O=c1[nH]c2ccc(Br)cc2c(-c2ccccc2)c1N1CCOCC1	15	-9	-7	-9	0	-15	-36	0.5	-16	7	10
CCc1cccc(C)c1NC(=O)CSc1n[nH]c(N)n1	2	0	-1	4	6	-10	11	-1.8	2	2	7
C/C(=N\Nc1nc2ccccc2[nH]1)c1ccc(C)o1	7	-55	1	-20	4	-89	-15	5.3	-27	1	-58
CCN(CC)CCCN(Cc1cc2cc3c(cc2[nH]c1=O)OCO3)C(=S)NCc1ccco1	-7	4	2	-3	-3	-16	19	-3.0	-20	15	-21
CC1(C)CC(=O)C=C(c2ccc(-c3ccc4[nH]ccc4c3)cc2)C1=O	-2	-158	4	-137	9	-126	-52	1.8	-107	0	-156
CC(=O)C1=C(O)CC(c2ccccc2)CC1=NCCc1c(C)[nH]c2ccc(C)cc12 (stereo not given)	-4	0	-1	11	-3	10	0	0.0	6	8	1
CCCCn1c(N)c(N(CCC(C)C)C(=O)COC(=O)c2ccc([N+](=O)[O-])s2)c(=O)[nH]c1=O	1	2	3	-22	0	-8	24	-0.4	-38	15	20
CC(C)(C)N(Cc1ccccc1)C(=O)CSc1nc2ccccc2c(=O)[nH]1	-6	3	-2	-9	4	11	-3	2.5	-16	5	3

Some of the compounds tested (hit frequency here may not be typical).
